FBW7 act: FBW7 E3 ligase activators, primary screen, biochemical, AlphaScreen, human; F-box/WD repeat-containing protein 7 (Homo sapiens), Q969H0; AlphaScreen FBW7–phospho-cyclin E peptide binding, activator screen; normalized activity (activation), % at 26.1 µM; actives 0.13% (n = 650,000); AID 1259310, 2017; in the data active = normalized activity above about 1.9%;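 note: purified mutant Fbw7 with reduced substrate affinity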
GPR151 ag: activators of human GPR151, primary screen, cell-based, PathHunter beta-arrestin, luminescence. PathHunter beta-arrestin GPR151 cells. G-protein coupled receptor 151 (Homo sapiens), Q8TDV0. activation, % at 11.2 µM. actives 1% (n = 650,000); in the data active = activation above about 4.9%;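 note: 0% = median of compound wells and 100% = cells with positive control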
Target sequence (Q8TDV0 whole entry, looked up): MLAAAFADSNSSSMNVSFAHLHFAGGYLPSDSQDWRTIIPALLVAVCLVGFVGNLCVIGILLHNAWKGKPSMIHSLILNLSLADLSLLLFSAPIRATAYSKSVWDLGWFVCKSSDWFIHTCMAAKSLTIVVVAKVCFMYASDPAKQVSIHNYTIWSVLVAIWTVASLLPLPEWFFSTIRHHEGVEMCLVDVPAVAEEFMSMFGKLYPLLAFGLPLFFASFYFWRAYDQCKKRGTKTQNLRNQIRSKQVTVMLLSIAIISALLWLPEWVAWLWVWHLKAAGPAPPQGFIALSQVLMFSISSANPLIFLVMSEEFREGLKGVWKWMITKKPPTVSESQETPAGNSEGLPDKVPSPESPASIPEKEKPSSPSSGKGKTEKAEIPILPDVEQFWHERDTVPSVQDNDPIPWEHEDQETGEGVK
MITF primary: MITF inhibitors, primary screen, biochemical, AlphaScreen, human. Microphthalmia-associated transcription factor (Homo sapiens), O75030. AlphaScreen MITF homodimerization, bead proximity signal. inhibition, % at 2.6 µM. actives 0.91% (n = 650,000); in the data active = inhibition above about 50%;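 note: 0% = vehicle wells with protein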
Target sequence (O75030 whole entry, looked up): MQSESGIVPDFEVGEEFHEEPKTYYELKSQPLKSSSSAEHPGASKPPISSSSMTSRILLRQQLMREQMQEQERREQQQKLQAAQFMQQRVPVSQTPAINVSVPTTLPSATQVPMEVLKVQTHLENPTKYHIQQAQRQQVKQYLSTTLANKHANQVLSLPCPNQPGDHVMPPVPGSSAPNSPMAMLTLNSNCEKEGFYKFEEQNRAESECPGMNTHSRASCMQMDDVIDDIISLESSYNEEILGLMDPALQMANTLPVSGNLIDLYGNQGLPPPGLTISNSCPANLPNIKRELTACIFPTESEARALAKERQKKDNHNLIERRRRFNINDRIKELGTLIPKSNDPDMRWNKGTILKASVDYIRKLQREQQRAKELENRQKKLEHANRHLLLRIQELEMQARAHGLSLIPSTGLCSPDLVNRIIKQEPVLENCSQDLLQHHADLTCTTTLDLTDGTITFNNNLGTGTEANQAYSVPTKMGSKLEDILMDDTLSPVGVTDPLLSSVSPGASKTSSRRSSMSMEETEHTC
TEAD-YAP block: TEAD-YAP interaction inhibition, primary screen, TEAD-YAP interaction inhibitor project, luminescence, HEK-TIYL cells | inhibition, % at 9.12 µM | AID 1259422, 2018 | actives 1.4% (n = 640,000) | TEAD-Gal4/YAP UAS-luciferase luminescence; in the data active = inhibition above about 32%;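 note: 0% = median of test compound wells and 100% = reference inhibitor wells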
Starred values were filed as active, the others as inactive; nt = not tested or not shown; & = joins results of further samples. No enrichment for hits. Share with any hit: about 3.4%.

(1) CC(=O)Nc1ccc(-c2nc(-c3ccccc3)n(CC(=O)N3CCCCC3)n2)cc1
(2) CCOC(=O)C(Sc1nnc(-c2ccc(Cl)cc2)n1-c1ccccc1)C(C)=O (stereo not drawn)
(3) CCOC(=O)C1(C)NC(c2cccs2)C2C(=O)N(c3ccc(OC)cc3)C(=O)C21 (stereo not drawn)
(4) COc1cc(C2C(C(C)=O)=C(O)C(=O)N2CCCN2CCOCC2)ccc1O (stereo not drawn)
(5) CC1CCc2c(sc(NC(=O)/C=C/C(=O)O)c2C(N)=O)C1 (stereo not drawn)
(6) CC(C)N1CCc2c(sc(NC(=O)C(C)(C)C)c2C(N)=O)C1

Assay by compound	1	2	3	4	5	6
FBW7 act	-0.1	-0.1	-0.1	0.0	0.2	0.7
GPR151 ag	-0.5	0.1	2.1	3.1	-1.5	-0.2
MITF primary	8	0	8	6	3	13
TEAD-YAP block	11	1	5	-4	2	74*

(7) Cc1cccc(NC(=O)CN(c2cccc(C)c2C)S(=O)(=O)c2ccccc2)c1
(8) CN(C(=O)c1ccn[nH]1)C1CC(C)(C)N(C)C(C)(C)C1
(9) O=C(Cn1nnc(-c2cccc(C(F)(F)F)c2)n1)Nc1ccc2ccccc2c1
(10) CCCCCC(=O)Nc1nnc(Cc2ccc(Cl)cc2)s1
(11) CC(=O)Nc1ccc(C(=O)O)c(NC(C)=O)c1
(12) CCOC(=O)c1ccccc1NC(=O)COc1ccc(C(C)C)c(C)c1

Assay by compound	7	8	9	10	11	12
FBW7 act	0.2	0.1	0.2	0.5	1.3	-0.3
GPR151 ag	-0.6	-0.4	-0.5	-0.1	-0.9	3.2
MITF primary	-3	-27	-9	0	9	-6
TEAD-YAP block	-6	0	3	1	-2	-4

(13) Cc1ccc(OCC(=O)n2c(SCc3ccc(F)cc3)nc3ccccc32)cc1
(14) Cc1ccc(-c2cnn(-c3ccc(C(=O)O)cc3)c2)cc1
(15) C1=C(N2CCOCC2)C2CC=C(N3CCOCC3)C(C1)C2
(16) CC(=O)NCCCCCCNC(C)=O
(17) CCOC(=O)C1=NN(c2ccccc2)C2C(=O)N(c3ccccc3OC)C(=O)C12 (stereo not drawn)
(18) CC1CCCC(C)N1C(=O)CN1CCc2nc(N3CCCC3)[nH]c(=O)c2C1 (stereo not drawn)

Assay by compound	13	14	15	16	17	18
FBW7 act	0.1	-0.2	0.1	0.1	0.8	-0.2
GPR151 ag	-3.4	-11	1.1	-0.3	0.0	2.6
MITF primary	0	-2	3	-4	13	0
TEAD-YAP block	-57	42*	9	1	16	3

(19) CCSCCOC(=O)C1=C(C)NC2=C(C(=O)CC(c3ccccc3)C2)C1c1ccccc1Cl (stereo not drawn)
(20) CCCCC1=NN2C(=N)/C(=C/c3ccc(OCCOc4ccc(C)c(C)c4)c(OC)c3)C(=O)N=C2S1
(21) CC(=Nc1ccc(C)cc1)c1sc2ccccc2c1O
(22) O=C(CSc1nnc(-c2cccs2)n1-c1ccccc1)NC1CCS(=O)(=O)C1 (stereo not drawn)
(23) Cc1ccsc1C1(C)C(=O)Nc2cc(F)ccc21 (stereo not drawn)
(24) O=C(CSc1nc2ccccc2c(=O)n1C1CCCCC1)c1ccccc1

Assay by compound	19	20	21	22	23	24
FBW7 act	0.8	-0.1	1.7	-0.1	-0.1	0.1
GPR151 ag	-0.6	-0.1	-0.8	0.5	-1.2	0.8
MITF primary	-14	0	-3	10	-2	13
TEAD-YAP block	1	5	15	0	3	5

(25) O=C(/C=C/c1ccccc1)N1CCN(c2ncnc3sc4c(c23)CCCC4)CC1
(26) Nc1nc(F)nc2c1ncn2[C@@H]1O[C@H](CO)[C@@H](O)[C@@H]1O
(27) Cc1ccc(C(=O)N2c3ccccc3N3C(c4c(C)cc(C)cc4C)=NON23)cc1
(28) CCOC(=O)N1CCN(S(=O)(=O)c2ccc(C(=O)Nc3nc(-c4ccc(OC)cc4OC)cs3)cc2)CC1
(29) Cc1ccc(/C=N/NC(=O)CNc2ccccc2C)c(O)c1
(30) COc1ccccc1Nc1nnc(SC2CCOC2=O)s1 (stereo not drawn)

Assay by compound	25	26	27	28	29	30
FBW7 act	-0.1	-0.1&0.1	0.0	-0.3	0.0	0.0
GPR151 ag	1.5	1.9&0.4	0.6	1.5	-0.8	1.0
MITF primary	8	8&10	10	-4	-15	1
TEAD-YAP block	5	nt	8	3	19	-3

4 entries from above in another layout:
no. | Structure | FBW7 act | GPR151 ag | MITF primary | TEAD-YAP block
26 | Nc1nc(F)nc2c1ncn2[C@@H]1O[C@H](CO)[C@@H](O)[C@@H]1O | -0.1&0.1 | 1.9&0.4 | 8&10 | nt
27 | Cc1ccc(C(=O)N2c3ccccc3N3C(c4c(C)cc(C)cc4C)=NON23)cc1 | 0.0 | 0.6 | 10 | 8
28 | CCOC(=O)N1CCN(S(=O)(=O)c2ccc(C(=O)Nc3nc(-c4ccc(OC)cc4OC)cs3)cc2)CC1 | -0.3 | 1.5 | -4 | 3
29 | Cc1ccc(/C=N/NC(=O)CNc2ccccc2C)c(O)c1 | 0.0 | -0.8 | -15 | 19

Further compounds:
(31) CCCN1C(=O)/C(=C2\SC(=S)NC2=O)c2cc(Br)ccc21
(32) Cn1c2c(c(=O)n(C)c1=O)C(c1ccc3c(c1)OCO3)C1=C(CC(C)(C)CC1=O)N2 (stereo not drawn)
(33) COc1ccccc1NC(=O)c1cc2c(=O)n3ccccc3nc2n1C
(34) Cc1ccc(NC(=O)CSc2nc3c(cc2C#N)CCCC3)cc1
(35) COc1cccc(OC)c1C(=O)N1CC(C)OC(C)C1 (stereo not drawn)
(36) CCN1C(=O)C(=Cc2ccc(N3CCCC3)cc2C)C(=O)N(CC)C1=S

Assay by compound	31	32	33	34	35	36
FBW7 act	-0.2	0.0	0.4	0.0	0.1	0.0
GPR151 ag	1.2	0.2	0.5	-0.2	-0.7	2.6
MITF primary	-15	0	-2	13	21	9
TEAD-YAP block	2	-11	-3	-9	-5	0

(37) CC(C)(C)CC(=O)NC1=NCCS1
(38) CCN(CC)CCCN1C(=O)c2oc3ccccc3c(=O)c2C1c1ccc(C)cc1 (stereo not drawn)
(39) COc1ccc(/C=N/NC(=O)c2ccc3c(c2)OCO3)cc1
(40) O=C(CN1C(=O)[C@@H]2CCCN2C(=O)c2ccccc21)NCc1ccccc1F
(41) Cn1c(=O)c2c(ncn2CCC#N)n(C)c1=O
(42) CCc1c(C)sc(NC(=O)c2ccc([N+](=O)[O-])cc2)c1C(N)=O

Assay by compound	37	38	39	40	41	42
FBW7 act	0.1	-0.1	0.1	0.0	0.1	0.1
GPR151 ag	-1.6	1.1	-0.3	0.9	-0.6	-1.5
MITF primary	-16	3	-3	-3	11	22
TEAD-YAP block	0	-12	-31	-6	0	-25

(43) CC(=O)N(CCC12CC3CC(CC(C3)C1)C2)C1CC(=O)N(c2ccc(C)cc2C)C1=O (stereo not drawn)
(44) CC1CC(C)CN(S(=O)(=O)c2ccc(/C(O)=C(\C#N)c3nc4ccccc4s3)cc2)C1 (stereo not drawn)
(45) C=CCOC(=O)C[N+](C)(C)Cc1ccccc1
(46) Cc1cc(C(C)(C)C)ccc1OCCN1CCNCC1
(47) Cc1cc(NC(=O)CN2CCC(C)CC2)no1
(48) COc1ccc(C(=O)OCC(N)=O)cc1OC

Assay by compound	43	44	45	46	47	48
FBW7 act	-0.1	-0.2	0.1	-0.4	0.0	0.2
GPR151 ag	1.0	-0.5	1.1	0.2	-1.0	-0.2
MITF primary	4	5	11	52*	-5	8
TEAD-YAP block	12	-10	8	5	-9	-7

(49) Fc1cc(-c2ccnc(Nc3ccc(-n4cnc(-c5cncc(Cl)c5)n4)cc3)n2)cc(N2CCOCC2)c1
(50) Cc1cc(C)nc(NC(=NCc2ccc3c(c2)OCO3)NC(=O)Nc2ccccc2)n1
(51) CCOC(=O)Nc1ccc(S(=O)(=O)N2CCN(C)CC2)cc1
(52) Cc1c(CN(C)C(=O)c2cc3nc(-c4cccs4)cc(C(F)(F)F)n3n2)cnn1C
(53) CCOC(=O)N1CCN(S(=O)(=O)c2ccc(C(=O)Nc3nc(-c4ccc(C)cc4)cs3)cc2)CC1
(54) Cc1nc2ccc(S(=O)(=O)N(C)CC(=O)NC(C)c3ccccc3)cc2s1 (stereo not drawn)

Assay by compound	49	50	51	52	53	54
FBW7 act	-0.1	0.0	0.2	0.1	-0.1	0.2
GPR151 ag	0.8	0.6	0.9	0.4	-1.4	1.1
MITF primary	7	18	8	-2	6	3
TEAD-YAP block	-11	-5	1	-10	2	3

(55) O=S1(=O)C=CC(N2CCOCC2)C1 (stereo not drawn)
(56) COCCCNC(=O)CC1CSc2nc3c(cnn3-c3ccccc3)c(=O)n21 (stereo not drawn)
(57) CCc1ccc(NC(=O)COc2ccc(CO)cc2)cc1
(58) O=C1CC(c2ccc(Cl)c(Cl)c2)c2cc(Br)c3ccccc3c2N1 (stereo not drawn)
(59) CS(=O)(=O)c1cccc(N2CCN(Cc3ccccc3)C2=O)c1
(60) CCCN1c2ccccc2C2=C(SC(C(=O)OC)=C(C(=O)OC)C23SC(C(=O)OC)=C(C(=O)OC)S3)C1(C)C

Assay by compound	55	56	57	58	59	60
FBW7 act	-0.1	-0.2	0.0	0.1	0.0	0.0
GPR151 ag	1.4	0.7	0.0	0.6	-0.1	-0.2
MITF primary	6	16	-4	4	5	11
TEAD-YAP block	-5	9	2	10	-4	-16

(61) CCc1ccc(-n2c(SCC(=O)Nc3nnc(C)s3)nnc2-c2ccoc2C)cc1
(62) CC1(C)CC(=O)c2sc(NC(=O)C34CC5CC(CC(C5)C3)C4)nc2C1
(63) CC1=C(C(=O)Nc2cccc(F)c2)C(c2ccc(N(C)C)cc2)C2=C(CC(c3ccccc3)CC2=O)N1 (stereo not drawn)
(64) Cc1cc(Cl)cc(C)c1OC(C)C(=O)NN (stereo not drawn)
(65) CC(=O)c1sc2ccccc2c1OC(=O)c1ccccc1Br
(66) COCCOC(=O)C1=C(C)NC2=C(C(=O)CC(c3ccc(Cl)cc3)C2)C1c1ccc(N(C)C)cc1 (stereo not drawn)

Assay by compound	61	62	63	64	65	66
FBW7 act	0.0	0.0	-0.1	-0.1	0.2	-0.5
GPR151 ag	-1.0	-0.5	1.5	-0.4	0.5	1.6
MITF primary	9	2	3	-1	6	-5
TEAD-YAP block	-4	0	15	0	6	8

By substructure, the entries above with bromine (three)
(31) CCCN1C(=O)/C(=C2\SC(=S)NC2=O)c2cc(Br)ccc21
(58) O=C1CC(c2ccc(Cl)c(Cl)c2)c2cc(Br)c3ccccc3c2N1 (stereo not drawn)
(65) CC(=O)c1sc2ccccc2c1OC(=O)c1ccccc1Br

Assay by compound	31	58	65
FBW7 act	-0.2	0.1	0.2
GPR151 ag	1.2	0.6	0.5
MITF primary	-15	4	6
TEAD-YAP block	2	10	6

(listing goes on)
(67) COc1c(C)cc(C(=O)C2CCCN(S(=O)(=O)c3ccsc3)C2)cc1C (stereo not drawn)
(68) Cc1cc(C)n(-c2cc(NCCNC(=O)c3cccc(Cl)c3)nc(C)n2)n1
(69) CCCC(c1nnnn1CC1CCCO1)N1CCN(c2cccc(C)c2C)CC1 (stereo not drawn)
(70) CCN(CC)S(=O)(=O)c1ccc(C(=O)Nc2c(C(N)=O)oc3ccccc23)cc1
(71) COC(=O)Cn1c(Cc2ccccc2)nc2ccccc21
(72) CCCNC(=O)c1csc(N2CCc3ccccc3C2)n1

Assay by compound	67	68	69	70	71	72
FBW7 act	0.0	0.0	0.3	0.0	0.1	0.0
GPR151 ag	1.5	1.5	0.0	1.1	-1.0	-0.2
MITF primary	3	-13	8	-7	-15	-2
TEAD-YAP block	44*	13	-11	15	-8	0

(73) O=[N+]([O-])c1ccc(Sc2nc3ccccc3[nH]2)c([N+](=O)[O-])c1
(74) COc1cccc(OC)c1C(=O)Nc1ccc(Oc2ccc(Br)c3ccccc23)c(Cl)c1
(75) Cc1nc(N(Cc2ccccc2)C(=O)CN2CCOCC2)sc1-c1ccccc1
(76) Cc1ccc(-n2cc(C(=O)Nc3ccc4c(c3)OCCO4)c3ccccc3c2=O)cc1C

Assay by compound	73	74	75	76
FBW7 act	1.6	0.2	0.6	-0.1
GPR151 ag	0.7	2.8	2.8	-0.4
MITF primary	21	6	7	4
TEAD-YAP block	-2	-6	-9	-6
